High-throughput results as filed in PubChem BioAssay.
NS3h inh CB: blocks HCV NS3 helicase binding to DNA. NS3h Cy5-dT15 DNA binding, fluorescence polarization. inhibition, % at 100 µM. 16,000 tested, 1.6% active. AID 687043;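 active means inhibition above the average over every tested compound plus 3 SD, cut at about 40% in these data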
Cy5 interf NS3h: Cy5 fluorescence interference, HCV helicase counter-screen; Cy5-dT15 DNA with NS3h; actives lie on both sides; signal over control mean, under 1 quenches; fluorescence interference ratio at 100 µM; 16,000 tested, 6% active;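 active means compound fluorescence over control fluorescence at most 0.8, a quencher, or at least a set upper limit, an enhancer; inactive means ratio between 0.8 and the set upper limit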
The depositor's hits bear a star.

molecule | NS3h inh CB | Cy5 interf NS3h
COc1ccc(N(CC(=O)Nc2ccc(C)cc2C)S(C)(=O)=O)c(OC)c1 | 4 | 0.99
CCN1C(=O)/C(=C\c2ccc(F)cc2)C(C(=O)OC)=C1C | 9 | 0.98
Cc1cccc(OCC(=O)N2CCCC2)c1 | -1 | 1.1
Cc1cccc(N2C(=O)C3CC=CCC3C2=O)n1 (stereo not given) | 5 | 1.1
NC(=O)c1[nH]cnc1C(=O)c1ccccc1 | 7 | 0.93
CC1=NN(c2ccc(C)c(C)c2)C(=O)/C1=C/c1ccc([N+](=O)[O-])o1 | 20 | 0.68*
COc1ccc(Cl)cc1NC(=O)COc1ccc(C)cc1Br | -12 | 1
CC(SC12CC3CC(CC(C3)C1)C2)C(=O)O (stereo not given) | -2 | 1
COc1ccc(C)cc1NC(=O)c1cc(-c2cccs2)nc2ccccc12 | -16 | 1
O=C(COc1ccc(F)cc1)Nc1ccc2[nH]c(=O)[nH]c2c1 | -7 | 0.98

Overlap with the part before: three entries, followed by the next part.
molecule | NS3h inh CB | Cy5 interf NS3h
CC(SC12CC3CC(CC(C3)C1)C2)C(=O)O (stereo not given) | -2 | 1
COc1ccc(C)cc1NC(=O)c1cc(-c2cccs2)nc2ccccc12 | -16 | 1
O=C(COc1ccc(F)cc1)Nc1ccc2[nH]c(=O)[nH]c2c1 | -7 | 0.98
CCOC(=O)c1c(NC(=O)Cn2nc(C(F)(F)F)cc2C)sc2c1CCC(C)C2 (stereo not given) | 6 | 0.98
CC1(C)CC(=O)C2=C(C1)c1c(ccc3ccccc13)NC2c1ccccc1F (stereo not given) | 21 | 0.75*
CCOc1cc(/C=C2/SC(=S)N(C)C2=O)ccc1OC(=O)c1ccc(C)cc1 | 4 | 1.1
COc1ccc(Cl)cc1NC(=O)C1=C(C)NC(=S)NC1c1ccc(OC)c(OC)c1 (stereo not given) | 13 | 0.97
O=C(CC(Nc1ccc2ncccc2c1)c1ccccc1)c1ccccc1 (stereo not given) | -2 | 0.89
COc1ccc([N+](=O)[O-])cc1NS(=O)(=O)c1cc(Cl)ccc1Cl | 12 | 0.99
COc1ccc(/C=C/C(=O)N(C(C)C)C(C)C)cc1Br | 8 | 1
COc1cc(/C=N\N2CCN(Cc3cccc4ccccc34)CC2)cc(OC)c1O | 14 | 1
Cc1ccc(N2C(=O)/C(=C/c3ccc(C(=O)O)cc3)SC2=S)cc1C | 14 | 0.99
CCOc1cc(/C=C(/C(=O)c2ccc(C)cc2)c2nc3ccccc3o2)ccc1O | 8 | 0.93

Part of the list above in order of count of non-hydrogen atoms, rising.
molecule | NS3h inh CB | Cy5 interf NS3h
NC(=O)c1[nH]cnc1C(=O)c1ccccc1 | 7 | 0.93
CCN1C(=O)/C(=C\c2ccc(F)cc2)C(C(=O)OC)=C1C | 9 | 0.98
CC1=NN(c2ccc(C)c(C)c2)C(=O)/C1=C/c1ccc([N+](=O)[O-])o1 | 20 | 0.68*
O=C(CC(Nc1ccc2ncccc2c1)c1ccccc1)c1ccccc1 (stereo not given) | -2 | 0.89

The results go on:
molecule | NS3h inh CB | Cy5 interf NS3h
Cc1ccc(C(=O)Nc2cccc(Br)c2)cc1[N+](=O)[O-] | 13 | 0.94
CC1S/C(=N\N=C/c2ccccc2)NC1=O (stereo not given) | 22 | 1
Cc1ccc(OCCOCCOc2ccccc2/C=C2/SC(=S)NC2=O)cc1 | 6 | 0.93
O=C(COc1ccc(Br)cc1)Nc1ccc(Cc2ccncc2)cc1 | -2 | 1
Cc1ccccc1OCc1nc(-c2ccc(Cl)cc2)no1 | 7 | 1
COC(=O)CC(C(=O)OC)C(C(=O)OC)C(=O)OC (stereo not given) | -5 | 1
C=CCN1C(=O)/C(=C\c2cccc(OC)c2)SC1=Nc1ccccc1 | 14 | 0.98
COc1ccc(/C=C2/SC(N3CCOCC3)=NC2=O)cc1 | 10 | 1.2
c1ccc(CCNc2ccnc3cc4ccccc4cc23)cc1 | 2 | 0.96
CC(C)(C)NC(=O)CN(Cc1ccccc1)S(=O)(=O)c1ccc(Br)cc1 | 16 | 0.98

Other entries
molecule | NS3h inh CB | Cy5 interf NS3h
CC(C)(C)c1ccc(OCCOc2ccc(C=C3C(=O)NC(=O)NC3=O)cc2)cc1 | 6 | 0.96
CCOCCOC(=O)c1ccc(NC(=O)COc2ccc(C)cc2Br)cc1 | 5 | 1
O=C(CSCc1ccc(Cl)cc1Cl)Nc1ccc(O)cc1C(=O)O | 14 | 0.99
Cc1ccc(Nc2nc(-c3ccc(-c4ccccc4)cc3)cs2)cc1 | -6 | 0.98
CC(=O)CC(C)(C)Nc1ccccc1 | 6 | 0.74*
O=C1N/C(=N\N=C/c2cccs2)SC1Cc1ccc(Cl)cc1Cl (stereo not given) | -3 | 1.1
C/C(=N/OCc1nc2c3c4c(sc3ncn2n1)C(C)(C)NC(C)(C)C4)c1ccc(Br)cc1 | 0 | 1.1
COC(=O)c1ccccc1NC(=O)c1ccc(C)cc1 | 10 | 0.88
O=[N+]([O-])c1ccc(N2CCN(S(=O)(=O)c3ccc(F)cc3)CC2)cc1 | 18 | 1.1
Cc1ccc(NC(=O)CCCOc2ccccc2)c(Br)c1 | 2 | 1

(cont.)
molecule | NS3h inh CB | Cy5 interf NS3h
CC12CN3CC(C)(CN(C1)C(=O)c1ccccc1C3=O)C2=O | 1 | 1.1
CCOc1ccc(N(CC(=O)N2CCCC2)S(=O)(=O)c2ccc(Cl)cc2)cc1 | 3 | 1.1
CCOc1ccc(/C=C2\C(=O)NC(=S)N(c3ccccc3C)C2=O)cc1Cl | 8 | 0.95
COC(=O)c1ccc(/C=c2\sc3nc(-c4ccc(C)cc4)nn3c2=O)cc1 | 16 | 0.97
COc1cc(C(=S)N2CCOCC2)cc(OC)c1OC(=O)c1ccc(Br)cc1 | 15 | 0.97
Nc1sc2c(c1C(=O)Nc1ccc(Cl)cc1)CCCC2 | -2 | 0.94
O=C1CSC(=O)N1c1ccc(O)cc1 | 2 | 1
Cc1cc(C=C2C(=O)NC(=O)NC2=O)c(C)n1-c1ccc(F)cc1 | -2 | 0.97
Nc1ncnc2ncc3c4ccccc4[nH]c3c12 | 30 | 0.87
CC(C)c1ccc2c(c1)c1c3n2CCNC3CCC1 (stereo not given) | -12 | 0.89

Record cards (already shown). Screens in order: NS3h inh CB | Cy5 interf NS3h
Nc1sc2c(c1C(=O)Nc1ccc(Cl)cc1)CCCC2 is listed as -2 | 0.94
CCOc1ccc(/C=C2\C(=O)NC(=S)N(c3ccccc3C)C2=O)cc1Cl is listed as 8 | 0.95

Further structures follow:
molecule | NS3h inh CB | Cy5 interf NS3h
O=C(Nc1ccc(-c2ccc(NC(=O)c3ccccc3)cc2)cc1)c1ccccc1 | 4 | 1.2
O=C(Nc1cccc(Cl)c1Cl)c1ccccc1 | -7 | 1
COc1ccc2oc(=O)c(C(=O)O)cc2c1 | -10 | 1.1
COc1ccc(/C=C/C(=O)c2ccc(S(=O)(=O)NCc3cccnc3)cc2)cc1 | 15 | 0.92
COc1ccccc1N1CCN(/N=C(/C)c2ccncc2)CC1 | -4 | 1
COc1cccc(N2C(=O)/C(=C/c3ccc4c(c3)OCO4)SC2=S)c1 | 13 | 1.1
CC(C)(C)OC(=O)N1CC(O)CC1C(=O)OCC(=O)c1ccc(-c2ccccc2)cc1 (stereo not given) | 5 | 0.98
O=C(c1cccc([N+](=O)[O-])c1)N1CCc2ccccc2C1 | 7 | 0.96
O=C(NC(=S)Nc1cc([N+](=O)[O-])cc(Cl)c1O)c1ccc(F)cc1 | 12 | 0.94
Cc1ccc(N2C(=O)C(Cl)=C(Nc3ccc(F)cc3)C2=O)c(C)c1 | 8 | 1

Additional compounds.
Results follow in this order: NS3h inh CB	Cy5 interf NS3h
Cc1ccc(C)c(N2C(=O)CC(Cc3ccc(Br)cc3)C2=O)c1 (stereo not given)
 : 1	0.95
COc1ccc(OC)c(N(CC(=O)Nc2ccc(Cl)cc2)S(C)(=O)=O)c1
 : 1	1
COC(=O)CN(c1ccc(OC)c(Cl)c1)S(C)(=O)=O
 : 5	0.95
Cc1cc(/C=C2\C(=O)NC(=O)N(c3cccc(F)c3)C2=O)c(C)n1-c1cccc([N+](=O)[O-])c1
 : 2	0.99
COc1ccc(-c2nnc(NC(=O)c3ccccc3F)s2)cc1
 : 5	1.1
CCOc1cc(/C=C2/SC(=S)N(CC(=O)O)C2=O)ccc1OCc1ccc(Cl)cc1
 : 30	1.1
CCOc1ccc(NC(=O)c2cccc(Oc3ccccc3)c2)c([N+](=O)[O-])c1
 : 7	1.1
COc1ccc(CN2CCN(S(C)(=O)=O)CC2)cc1OCc1ccccc1
 : 5	1
Cc1ccc(N=C(Nc2ccc(C)cc2)c2ccccc2)cc1
 : 19	0.88
Cc1c(-c2nc(-c3ccncc3)no2)cccc1[N+](=O)[O-]
 : 7	1.1
CC(C)(C)NC(=O)c1nn2c(c1Br)NC(c1ccccc1)CC2C(F)(F)F (stereo not given)
 : 9	0.97
COc1cccc(NC2=C(Cl)C(=O)N(c3cccc(Cl)c3Cl)C2=O)c1
 : 14	0.95
O=S(=O)(c1ccc(Br)cc1)n1nnc2ccccc21
 : -4	0.98
Nc1nnc(/C=C/c2ccccc2Cl)s1
 : 28	0.99
COc1cccc(C=C2C(=O)NC(=O)NC2=O)c1O
 : 16	0.99

(further entries)
Results follow in this order: NS3h inh CB	Cy5 interf NS3h
O=c1c([N+](=O)[O-])c(Nc2ccc(Br)cc2)c2ccccc2n1-c1ccccc1
 : 14	1.1
Cc1cc(C)c(NC(=S)NC(=O)/C=C/c2ccccc2)c([N+](=O)[O-])c1
 : 7	1
COCCN1C(=O)/C(=C\c2ccc(F)cc2)C(C(=O)OC)=C1C
 : 8	0.89
Cn1cnnc1SCc1ccc(C(=O)O)cc1
 : -5	1.1
COc1ccc(N(CC(=O)NC(C)(C)C)S(C)(=O)=O)cc1Cl
 : 0	1.1
COc1cc(C2C3=C(CC(C)(C)CC3=O)OC3=C2C(=O)CC(C)(C)C3)cc(OC)c1OC(C)=O
 : 8	1
FC(F)(F)c1ccc(/C=N\N2CCN(Cc3ccc(Cl)cc3)CC2)cc1
 : 4	1
CCCCNC(=O)/C(=C\c1ccc(-c2cccc([N+](=O)[O-])c2)o1)NC(=O)c1ccccc1
 : 7	1
Cc1cc(Cl)ccc1OCC(O)CN1CCCC1 (stereo not given)
 : 1	1.1
CCOc1ccc(C2C(C(C)=O)=C(O)C(=O)N2CCN(C)C)cc1 (stereo not given)
 : 5	1
O=C(CCCN1C(=O)c2ccccc2C1=O)Nc1ccccc1C(=O)N1CCCC1
 : -3	1
CCOC(=O)c1oc2c(c1C)C(Cl)=C(C=O)CC2
 : -15	0.95
O=C(N=Nc1c(O)[nH]c2ccc(Br)cc12)c1cccnc1
 : 2	0.85
O=C1OC(c2ccccc2)=C/C1=C/c1cccs1
 : 8	0.9
CN1CCN(c2nc(-c3ccccc3O)nc3ccccc23)CC1
 : -5	1.1

Following part
Results follow in this order: NS3h inh CB	Cy5 interf NS3h
COc1cc(/C=C2/SC(=S)N(c3ccccc3)C2=O)ccc1OC(=O)c1ccc([N+](=O)[O-])cc1
 : 2	1
Cc1cc(COc2ccccc2OCc2cc(C)no2)on1
 : 11	0.96
O=C(NC1C2CC3CC(C2)CC1C3)c1cccc(I)c1 (stereo not given)
 : 15	0.98
COc1ccc(C(=O)N/C(=C\c2ccc(-c3cccc([N+](=O)[O-])c3)o2)C(=O)NCc2ccncc2)cc1
 : 16	0.97
CS(=O)(=O)c1ccc2nc(NC(=O)c3ccccc3Cl)sc2c1
 : 9	0.98
COC(=O)C1=C(C)N(c2ccc(Cl)cc2)/C(=C\c2ccc(OCC(=O)Nc3ccccc3OC)cc2)C1=O
 : 11	1
Cc1cccc(NC(=O)/C(=C\c2ccccc2Cl)NC(=O)c2ccccc2)c1
 : 11	1
COC(=O)C(Cc1c[nH]c2ccccc12)NC(=O)C(c1ccccc1)c1ccccc1 (stereo not given)
 : 10	1
C/C(=N/O)C1(C)N(O)C(C)(C)C(c2ccc(Br)cc2)=[N+]1[O-] (stereo not given)
 : -4	0.97
Cc1ccc(S(=O)(=O)N=C(Nc2ccccn2)c2ccccc2)cc1
 : -1	0.99
Cn1c(C(=O)c2ccccc2)nc2ccccc21
 : -4	0.99
COc1cc(NC(=O)c2cnn3c2NC(c2cccs2)CC3C(F)(F)F)c(OC)cc1Cl (stereo not given)
 : 15	0.66*
O=C(/C=C/c1ccccc1)NC(=S)Nc1ccc(-c2nc3ncccc3o2)cc1
 : -44	1.1
CC(C)COc1ccc(C(=O)Nc2cccc([N+](=O)[O-])c2)cc1
 : 4	1.1
Cc1cc(C(N)=O)c(-c2ccccc2)o1
 : 15	1

The listing continues:
Results follow in this order: NS3h inh CB	Cy5 interf NS3h
O=C(CSc1nc2sc3c(c2c(=O)n1-c1ccccc1)CCCC3)NCCc1ccccc1
 : -6	0.89
COc1ccc(CN(CCC2(Cc3ccccc3)CCOC(C)(C)C2)C(C)=O)cc1 (stereo not given)
 : -4	1.1
Cc1nc(C2CC(=O)OC23CCCCC3)cs1 (stereo not given)
 : -6	1.1
CC12CC3CC(C)(C1)CC(C(=O)Nc1ccc(Cl)cc1)(C3)C2
 : 19	1
CCC(C)NC(=O)Nc1cccc(Cl)c1 (stereo not given)
 : 4	1
Cc1ccc(C(O)(CNCc2ccccc2)c2ccc(Br)cc2)cc1 (stereo not given)
 : 7	0.93
O=C(COc1ccc2ccccc2c1)NC1C2CC3CC(C2)CC1C3 (stereo not given)
 : 16	0.99
CC1=NN(C(=O)c2cccc(O)c2)C(O)(c2ccc(Br)cc2)C1 (stereo not given)
 : -2	0.99
O=C(NCCc1ccccc1Cl)C(=O)NCc1ccco1
 : 6	1
O=C(NCc1ccco1)c1cc2nc(-c3ccccc3)cc(C(F)(F)F)n2n1
 : 1	1.1
